FN deposit inh: inhibitors of fibronectin matrix deposition, primary screen, AH1F cells, Alexa488-fibronectin fluorescence, plate reader. inhibition, % at 12.6 µM. actives 0.086% (n = 350,000). AH1F fibroblasts, overnight;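 active = mean inhibition across replicates of 30% or more, regardless of how many single replicates reach that level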;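 note: positive control wells lacked labelled fibronectin entirely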
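Material – AH1F fibroblast monolayer, labelled fibronectin deposition · Reagent – labelled fibronectin 24 nM · Timing – 1 h adhesion, overnight exposure · Measured by – fluorescence at 485 nm excitation, 525 nm emission · Read-out – inhibition of fibronectin deposition signal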
GSIS activator: GLuc luminescence reporter in INS-1E cells, primary screen for activators of glucose-dependent secretion of insulin. INS-1E GLuc reporter insulin secretion, 2-3 h. activation, % at 16.6 µM. actives 0.61% (n = 370,000);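 active = lowest replicate activation of at least 40%, so every replicate reaches that level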;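 note: 0% = median of neutral control wells and 100% = median of IBMX positive control wells; some compounds called inactive have numbers as strong as hits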
F508del corr: F508del CFTR correction, initial screen, CFBE line, single point. CFBE cells, YFP halide quenching; stimulated with forskolin plus potentiator P3; % fluorescence drop versus neutral controls. activity (quench increase), % at 7.58 µM. AID 720511, 2013. actives 0.36% (n = 350,000);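 active = mean added fluorescence quench of at least 8% versus neutral control, with both replicates also reaching 8%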;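 note: cells transiently co-express mutant CFTR-F508del with the halide-sensitive YFP; corrector assay measuring rescue of mutant channel to the surface after 24 h compound exposure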
An asterisk follows results filed as active; & = joins results of further samples. Not all compounds are listed, so the mix of outcomes need not match the whole.

Each structure is followed by: FN deposit inh	GSIS activator	F508del corr
CCCN1C(=O)c2cc(C(=O)Nc3ccc(OC)c(OC)c3)ccc2C1Nc1ccc(OC)c(OC)c1 (centres undefined)
 : 0	0	-0.9
Cc1cc(C)c(NC(=O)COC(=O)CCn2c(C)csc2=O)c(C)c1
 : -1	5	-0.4
COc1ccc2nc(SCCN(C)C)[nH]c2c1
 : 4	4	-0.3
Cc1cccc(N2C(=O)CC(NNc3nc4ccccc4s3)C2=O)c1 (centres undefined)
 : -6	-9	-0.2
Cc1noc(C)c1S(=O)(=O)Nc1ccc(C(=O)N2CCN(c3ccc(F)cc3)CC2)cc1
 : 5	-23	-0.3
CCOc1ccc(NC(=O)COC(=O)c2cc([N+](=O)[O-])ccc2N2CCOCC2)cc1
 : 2	-4	0.0
COc1ccc2c(c1)CCCC21NC(=O)N(CC(=O)NC(=O)NCc2ccccc2)C1=O (centres undefined)
 : -11	0	-0.3
C[C@H](O)[C@@H]1CN2CCc3ccc(-c4ccc5c(c4)OCO5)cc3[C@@H]2C[C@@H]1N(C)C(=O)c1ccco1
 : 8	-37	0.3
CCCCc1nc(Cl)c(C#N)c2c1CCCC2
 : -2	16	-0.4
O=C1C=CC(c2c[nH]c3ccccc23)CC1 (centres undefined)
 : -14	-13	-1.7
CC1OC(C2CCCCC2)Cc2[nH]c(=S)[nH]c(=O)c21 (centres undefined)
 : -8	-2	-1.5
Cc1ccc(S(=O)(=O)N2CCC(=O)N([C@H](COCc3cccc(Cl)c3)C(C)C)CC2)cc1
 : 7	14	0.6
CCOC(=O)c1nc(NCc2ccccc2C)c2ccccc2n1
 : 0	4	1.8
Cc1[nH]c2ccccc2c1/C=N/NC(=O)c1ccccc1
 : 9	-5	1.9
O=C(CSCc1ccc([N+](=O)[O-])cc1)N/N=C/c1ccncc1
 : -10	-3	0.5
Cc1csc(=O)n1CC(=O)OCC(=O)NCc1ccccc1
 : 3	3	-2.3
COC(=O)c1ccc(C)c(NC(=O)C(CCSC)NC(=O)c2cc(OC)c(OC)c(OC)c2)c1 (centres undefined)
 : -9	-9	0.6
Cc1ccc(S(=O)(=O)N2[C@@H](Cc3ccccc3)CO[C@H]2CC(=O)c2cccs2)cc1
 : -2	-54	0.1
O=C(CCC(=O)N1CCN(S(=O)(=O)c2ccc3ccccc3c2)CC1)Nc1cc(Cl)cc(Cl)c1
 : 1	-31	1.6
CCc1noc(C)c1C(=O)Nc1cc(S(=O)(=O)N(CC)CC)ccc1N1CCOCC1
 : -8	-4	2.6
O=C(NCCCN1CCCC1=O)c1ccc2c(=O)n(-c3ccc(F)cc3)c(=S)[nH]c2c1
 : 8	-4	-1.4
CCC(=O)Nc1ccc(-n2nnnc2SCC(=O)NNC(=O)c2ccco2)cc1
 : 9	-2	0.7
Cc1cccc(C(=O)NC(CC(=O)O)c2ccc(OC3CCCC3)cc2)c1[N+](=O)[O-] (centres undefined)
 : 3	-13	-1.2
CN1CCC(C(=O)N2CCCC(C(=O)c3ccc4c5c(cccc35)CC4)C2)CC1 (centres undefined)
 : 4	3	1.2
Oc1ccc(/C=N/NC(=S)Nc2cccnc2)cc1O
 : -1	14	-2.6
C=CCOc1ccc(S(C)(=O)=O)cc1
 : 3	14	-1.9
O=S(=O)(CCN1CCSCC1)c1ccccc1
 : -12	5	-2.2
COc1ccc(CCNC(=O)Cn2cccc2C(=O)c2ccccc2C)cc1OC
 : 3	8	4.8
CC(Sc1nnnn1C)C(=O)Nc1ccc2c(c1)OCCO2 (centres undefined)
 : -4	-19	-2.2
CCOC(=O)N1CCC(N(CCN(C)C)C(=S)Nc2ccc(F)c(Cl)c2)CC1
 : -5	-6	1.2

Pulled by compound from above:
Each structure is followed by: FN deposit inh	GSIS activator	F508del corr
Cc1ccc(S(=O)(=O)N2[C@@H](Cc3ccccc3)CO[C@H]2CC(=O)c2cccs2)cc1
 : -2	-54	0.1
CC1OC(C2CCCCC2)Cc2[nH]c(=S)[nH]c(=O)c21 (centres undefined)
 : -8	-2	-1.5
O=C(NCCCN1CCCC1=O)c1ccc2c(=O)n(-c3ccc(F)cc3)c(=S)[nH]c2c1
 : 8	-4	-1.4
CCOC(=O)c1nc(NCc2ccccc2C)c2ccccc2n1
 : 0	4	1.8
Cc1[nH]c2ccccc2c1/C=N/NC(=O)c1ccccc1
 : 9	-5	1.9

Next section
Each structure is followed by: FN deposit inh	GSIS activator	F508del corr
CCOC(=O)CCn1c(=S)n(CCC(=O)OCC)c2ccccc21
 : 2	-15	-1.5
CC(=O)Nc1ccc(S(=O)(=O)NCC(=O)OCC(=O)N2CCN(c3ccccc3)CC2)cc1
 : 12	-9	-0.2
Cn1c(C2CCCCC2)nc2c1c(=O)[nH]c(=O)n2Cc1ccccc1
 : -5	-7	-1.2
O=C(CNC(=O)c1ccc2c(c1)OCO2)N/N=C/c1cccc([N+](=O)[O-])c1
 : 1	4	1.2
O=C(NC1CCN(Cc2ccccc2)CC1)c1ccc2c(c1)OCCCO2
 : 0	12	-0.1
Cc1[nH]c2ccccc2c1/C=N/NC(=O)c1cccc(S(=O)(=O)Nc2cccc(C(F)(F)F)c2)c1
 : -6	-14	2.4
COc1ccc2cc(Br)ccc2c1CC(=O)NC(C)C
 : -2	-8	-1.1
O=C(Nc1ccc(Cl)cc1)NN1CC(=O)N(c2cccc(C(F)(F)F)c2)CC1=O
 : -7	-4	-2.9
Cc1cccc(C)c1NC(=O)C1(C)CSCC(=O)N1CCc1ccccc1 (centres undefined)
 : 4	-13	-0.2
COc1cccc(-c2ncn(CCc3ccccc3OC)c2C(C)C)c1
 : 2	-20	1.6
CCC(=O)Oc1ccc(C(=O)Nc2cccc(C(=O)NCC(C)C)c2)cc1
 : -5	2	-7.0
Nc1ncc2c(n1)-c1cc(Cl)ccc1SC2
 : -11	6	0.3
COc1ccc(N(CC(=O)Nc2cccc(N(C)S(C)(=O)=O)c2)S(=O)(=O)c2ccccc2)cc1Cl
 : 1	-1	0.5
CC(C)C[C@@H]1COc2cccc(N3CCC[C@@H]3CO)c2S(=O)(=O)N1
 : 2	-11	1.2
O=C(COc1ccc(C(=S)N2CCOCC2)cc1)Nc1ccccc1C(F)(F)F
 : 4	-6	0.2

Only F508del corr and GSIS activator, for 5 of the compounds above:
structure	F508del corr	GSIS activator
COc1ccc2cc(Br)ccc2c1CC(=O)NC(C)C	-1.1	-8
O=C(Nc1ccc(Cl)cc1)NN1CC(=O)N(c2cccc(C(F)(F)F)c2)CC1=O	-2.9	-4
Cc1cccc(C)c1NC(=O)C1(C)CSCC(=O)N1CCc1ccccc1 (centres undefined)	-0.2	-13
COc1cccc(-c2ncn(CCc3ccccc3OC)c2C(C)C)c1	1.6	-20
CCC(=O)Oc1ccc(C(=O)Nc2cccc(C(=O)NCC(C)C)c2)cc1	-7.0	2

Next entries.
Each structure is followed by: FN deposit inh	GSIS activator	F508del corr
COc1ccccc1Cc1c(-c2ccc(C)cc2)nc2c3ccccc3ccn12
 : -4	3	0.3
COc1ccc(NC(=S)N2CCCC(c3nc4ccc(C)cc4[nH]3)C2)c(OC)c1 (centres undefined)
 : 6	-40	0.2
O=C(NC1CCCC1)C1C(c2ccc(C(F)(F)F)cc2)=Nc2ccccc2N1C(=O)c1cccc2ccccc12 (centres undefined)
 : -5	2	0.1
CCCCCCN1CCN(C2CN(Cc3cn(Cc4ccccc4)nn3)S(=O)(=O)C2)CC1 (centres undefined)
 : -3	6	1.1
O=C(CSc1ncnc2[nH]ncc12)Nc1nc(-c2ccc(F)c(F)c2)cs1
 : 8	1	5.4
Cn1nc(C(=O)NNC(=O)CCc2ccccc2Cl)c2ccccc2c1=O
 : -7	-1	-0.8
Cc1nnc2c3ccccc3c(-c3cccs3)nn12
 : -7	31	0.0
O=C(CNC(=O)c1ccc(Cl)cc1)OCC(=O)N1CCCC1
 : -16	-11	-1.6
O=C1C2C(C(=O)N1c1nccs1)C1C=CC2C12CC2 (centres undefined)
 : 5	-2	-5.2
CC1=C(C(=O)Nc2ccc(C)cc2C)C(c2cccc(Cl)c2)n2nc(C(=O)OC(C)C)nc2N1 (centres undefined)
 : 4	-1	3.3
COc1ccc(-n2cnc3cc(C(=O)NCCN4CCOCC4)ccc32)cc1
 : -2	4	-0.9
c1ccc(CSc2ccc3nnc(-c4cccnc4)n3n2)cc1
 : -1	8	-1.2
COc1cccc(/C=C/C(=O)OCC(=O)NCCC2=CCCCC2)c1
 : 13	-6	0.7
CC(=O)C[C@@H]1SC[C@H](c2ccccc2)N1S(=O)(=O)c1ccc(C)cc1
 : 2	-4	0.0
NNc1nc(-c2ccccc2)c2ccccc2n1
 : 2	44*	-1.9
CC(C)C1Cc2c(sc(NC(=S)NC(=O)c3ccccc3)c2C#N)CO1 (centres undefined)
 : -5	7	-3.5
Cc1ccc(S(=O)(=O)Nc2c(C)cc([N+](=O)[O-])cc2C)cc1
 : -5	-11	-1.1
O=C(OC1CC2CC1[C@H]1CCCCN1C2=O)N1CCCCC1 (some centres undefined)
 : 14	27	0.8
CC(C)c1ccc([C@@H]2O[C@H](CCc3ccccc3)CC3=C2C(=O)OC(C)(C)O3)cc1
 : 9	-9	1.0
CN(C(=O)COC(=O)c1ccc2c(c1)OCCO2)c1ccccc1
 : 0	-3	1.0
CC(=NNC(=S)N1CCCCC1)c1ccccn1
 : -7	11	6.2
COc1ccc(CC(=O)N2CCC(c3ccccc3)C2)cc1 (centres undefined)
 : 12	3	1.9
O=C(O)CSc1nnc(Nc2ccccc2)n1-c1ccccc1
 : -11	29	-3.1
COc1ccccc1N1C(=O)CC(N(O)c2ccccc2)C1=O (centres undefined)
 : 4	-11	-1.8
CC1(c2nnnn2Cc2ccccc2)CCC(=O)N1C1CC1 (centres undefined)
 : 7	6	2.8
CN1C(=O)c2cc(NC(=O)c3cccc(F)c3)ccc2OC[C@H]2O[C@@H](CC(=O)NCC3CC3)CC[C@H]21
 : 2	11	-0.1
N#C/C(=C/c1cn(CC(=O)O)c2ccccc12)C(=O)Nc1ccccc1
 : -36	5	3.2
COc1cccc(NC(=S)N2CCc3cc(OC)c(OC)cc3C2)c1
 : 10	13	1.1
O=C(Cc1cc(=O)[nH][nH]1)N/N=C/c1cccc(Cl)c1Cl
 : 10&1	-4&18	-0.5
O=C(CCNC(=O)c1ccc(Br)cc1)NCCCSc1ccccc1
 : -4	4	-1.8

Already shown: an excerpt of the list.
Each structure is followed by: FN deposit inh	GSIS activator	F508del corr
CC(C)C1Cc2c(sc(NC(=S)NC(=O)c3ccccc3)c2C#N)CO1 (centres undefined)
 : -5	7	-3.5
Cc1ccc(S(=O)(=O)Nc2c(C)cc([N+](=O)[O-])cc2C)cc1
 : -5	-11	-1.1

Next part:
Each structure is followed by: FN deposit inh	GSIS activator	F508del corr
CCN(CC)CCn1c(N)cc(=O)[nH]c1=O
 : 0	9	3.4
NC(=O)NCCCC(=O)OCC(=O)c1ccc2ccccc2c1
 : -4	30	1.6
CC(C)CCNC(=O)C(=O)NCc1ccccc1
 : -16	1	-1.9
CCCCn1nnnc1C(c1ccccc1)N1CCN(c2ccccn2)CC1 (centres undefined)
 : 8	-24	-3.4
Cc1cc(N2CCN(C(C(=O)NC3CCCC3)C(C)C)CC2)c2ccccc2n1 (centres undefined)
 : -4	-3	-3.1
O=C(COC(=O)C1CCN(c2ccc(C(F)(F)F)cn2)CC1)Nc1cc(F)ccc1F
 : 4	-5	0.9
CCOC(=O)c1c(Nc2ccc(OC)cc2)n[nH]c1C
 : 4	36	-0.5
CCN(CC)C(=O)COc1ccc2oc(-c3ccco3)cc(=O)c2c1
 : 10	5	0.6
CC(NC(=O)CN(C)S(=O)(=O)c1cnc[nH]1)c1ccccc1 (centres undefined)
 : 4	0	0.3
COc1ccc(NC(=O)OCCn2c([N+](=O)[O-])cnc2C)cc1
 : -25	-11	0.9
Cc1ccc(OCCNC(=O)c2cc(=O)[nH]c3ccccc23)cc1
 : 0	-15	2.3
COC(=O)C[C@@H]1CC[C@@H](NS(=O)(=O)c2ccc(F)cc2)[C@@H](CO)O1
 : 5	4	1.3
O=C(CC(=O)c1ccccn1)c1ccccc1
 : -14	10	6.9
COc1ccccc1N(CC(=O)NCc1ccco1)S(C)(=O)=O
 : 9	-5	0.8
CCCOc1ccccc1NC(=O)Nc1ccccc1Cl
 : -12	20	0.3
CCOC(=O)N1CCC(NC(=O)c2ccc(CO)c(C(=O)NC3CCN(C(=O)OCC)CC3)c2)CC1
 : 1	2	-0.2
CC1(c2nnnn2Cc2ccccc2)CCC(=O)N1CCc1c[nH]c2ccccc12 (centres undefined)
 : -4	-14	-11
COC(=O)c1nn(-c2nc(-c3cccc(OC)c3)cc(C(F)(F)F)n2)cc1[N+](=O)[O-]
 : -2	23	-0.9
Cc1ccc(-c2nnc(N3CCC(C)CC3)c3ccccc23)cc1C
 : -13	-13	-2.3
O=C(O)C1CCC(N2C(=O)C3C4CCC(C4)C3C2=O)CC1 (centres undefined)
 : 2	4	-0.1
O=C(NC(=S)Nc1ncccn1)c1ccccc1Cl
 : 1	-2	4.0
